Assay outcomes: PubChem BioAssay, Broad Institute
SIRT5 inh: inhibitors of human sirtuin-5 desuccinylase; Purified SirT5, succinyl-peptide AMC, trypsin-coupled fluorescence; inhibition, % at 15 µM; 330,000 compounds, 1.1% hits; AID 652115; in the data active means inhibition above about 15%
Target sequence (Q9NXA8 whole entry, looked up): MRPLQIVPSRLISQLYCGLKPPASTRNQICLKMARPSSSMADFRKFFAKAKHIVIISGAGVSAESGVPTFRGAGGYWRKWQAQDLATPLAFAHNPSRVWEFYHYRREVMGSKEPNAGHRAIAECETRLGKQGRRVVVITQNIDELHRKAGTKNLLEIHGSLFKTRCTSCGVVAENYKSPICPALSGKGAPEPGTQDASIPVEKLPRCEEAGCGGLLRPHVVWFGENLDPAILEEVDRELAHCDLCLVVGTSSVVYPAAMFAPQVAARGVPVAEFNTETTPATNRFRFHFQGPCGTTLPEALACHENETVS
miR-122 sensor: blocks miR-122 activity in Huh7 sensor cells; Huh7 miR-122 Renilla luciferase sensor, 48 h; neutral wells = 0, positive control = 100; activation (reporter increase), % at 12.5 µM; 340,000 compounds, 0.3% hits; AID 602342;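 active means mean replicate activation score at least 90 and every replicate individually at or above 90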;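 further: higher luciferase means less miR-122 activity so hits act as miR-122 inhibitors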
Statin myotox sup: suppressors of simvastatin-induced myotoxicity in C2C12 myotubes; ATP luminescence, 48 h; scaled: DMSO 0, geranylgeraniol control 100; rescue of ATP level, % at 7.49 µM; 330,000 compounds, 0.78% hits;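 active means mean ATP rescue above about 67%, or every replicate alone reaching that limit, limit read from the data, passing the limit was not always enough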;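 further: myotubes were challenged with 10 µM simvastatin during compound exposure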
esBAF inh: SWI/SNF esBAF complex inhibition; 350,000 compounds, 2% hits; mouse ES cells, Bmi1-luciferase knock-in reporter, 24 h; 100% = twice the neutral-well signal; reporter increase, % at 12.5 µM; in the data active means activation above about 40%;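 further: 0% = median of the plate's neutral control wells and 100% = double that signal; a rise in the Bmi1 reporter signal indicates esBAF inhibition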
ERp5 block: ERp5 (human) disulfide isomerase inhibition; ERp5 insulin aggregation, absorbance 650 nm, 90 min; inhibition, % at 9.99 µM; 350,000 compounds, 0.05% hits; AID 651711;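 active means mean replicate inhibition above about 25%, with every replicate also reaching it, limit read from the data, passing the limit was not always enough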
Target sequence (Q15084 whole entry, looked up): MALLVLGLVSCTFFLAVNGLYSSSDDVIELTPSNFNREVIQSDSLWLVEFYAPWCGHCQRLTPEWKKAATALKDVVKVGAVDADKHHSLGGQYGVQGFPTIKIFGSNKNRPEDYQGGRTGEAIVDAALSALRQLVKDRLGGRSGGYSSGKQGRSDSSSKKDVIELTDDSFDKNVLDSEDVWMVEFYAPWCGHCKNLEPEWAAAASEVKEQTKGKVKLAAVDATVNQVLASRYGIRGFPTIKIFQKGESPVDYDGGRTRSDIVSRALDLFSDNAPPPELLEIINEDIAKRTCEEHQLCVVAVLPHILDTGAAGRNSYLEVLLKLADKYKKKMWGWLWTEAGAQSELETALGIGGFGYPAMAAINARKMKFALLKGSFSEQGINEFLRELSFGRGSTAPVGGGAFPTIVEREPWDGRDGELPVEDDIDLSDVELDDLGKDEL
Cneo AK release: Cryptococcus neoformans lysis via adenylate kinase release. lysis activity, % at 15 µM. C. neoformans lysis, adenylate kinase release luminescence, 4 h; normalised: neutral wells 0, clomiphene wells 100. AID 651654. 360,000 compounds, 0.2% hits;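 active means mean lysis activity across replicates of at least 80%, whatever share of replicates individually reach that level; inactive means mean lysis activity below 80%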
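Material – Cryptococcus neoformans yeast cells · Quantity – 5 × 10^6 yeast cells/mL · Buffer or medium – YPD medium · Compound – single dose · Timing – 4 h static compound exposure, 37 °C, read 1 h post-reagent · Signal – adenylate kinase release luminescence · Read-out basis – lysis from increased AK signal · Benchmarks – Clomiphene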
ARNT TACC3 PPI: disrupts binding between human ARNT and TACC3. 390,000 compounds, 0.66% hits. AlphaScreen His-ARNT PAS-B/GST-TACC3 binding, luminescence; TACC3 fragment carries E629A point mutation. inhibition, % at 9.99 µM. Q9Y6A5. AID 623870;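 active means mean inhibition of replicates at least 50% and at least half of replicates each reaching 50%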;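 further: 0% = complete ARNT plus TACC3 wells and 100% = ARNT alone without TACC3; many hits fall short of the cut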
An asterisk follows results filed as active; . = not tested or not shown; [ ] = remark or other dose.

SMILES	SIRT5 inh	miR-122 sensor	Statin myotox sup	esBAF inh	ERp5 block	Cneo AK release	ARNT TACC3 PPI
Cc1ccc(-n2c(C)csc2=N)cc1	.	.	-80	35	.	-1	.
O=C(CCc1ccccc1Cl)Nc1ccc(S(=O)(=O)N2CCOCC2)cc1	0	0	-3	-2	-1	0	.
Cc1onc(-c2ccccc2Cl)c1C(=O)OCC(=O)c1c(N)n(C)c(=O)n(C)c1=O	-4	-4	1	5	16	.	8
Cc1cc(C(=O)NC2CCCc3c2cnn3-c2ccc(C(C)(C)C)cc2)nn1C (configuration not stated)	1	7	-4	-14	-1	-3	1
CO[C@H]1CN(C)C(=O)c2ccc(NC(=O)Nc3cc(F)ccc3F)cc2OC[C@H](C)N(C(=O)c2ccccn2)C[C@H]1C	.	.	-16	-2	0	0	18
CC(=O)N(c1ccccc1)C(C(=O)c1ccccc1)c1ccccc1 (configuration not stated)	.	-9	-4	4	-12	3	-5
Cc1nn2c(COc3ccc(NC(=O)c4ccccc4Cl)cc3)nnc2c2ccccc12	.	19	16	19	.	-4	5
Cc1sc2nc(CN3CCOCC3)[nH]c(=S)c2c1C	0	.	.	.	0	.	-12
Cc1ccc2c(c1)N(C)/C(=C/c1cccc[n+]1C)S2	3	.	-96	-21	-1	-1	-2
COCC(=O)Nc1ccc2c(c1)[C@@H]1C[C@@H](CC(=O)NCc3cc(F)ccc3F)O[C@H](CO)[C@@H]1O2	.	-6[16.7 µM]	0	1	.	2	-5
c1csc(-c2nnc3ccccn23)c1	-3	-2	0	-6	1	3	1
C=CCOC(=O)C1=C(C)NC(=O)NC1c1ccc(OCC)cc1 (configuration not stated)	-3	.	4	-11	0	-1	-1
CO[C@@H]1CN(C)C(=O)c2ccc(NC(=O)C3CCC3)cc2OC[C@@H](C)N(Cc2nccs2)C[C@H]1C	-2	-5[16.7 µM]	7	0	-3	0	-5
CCCNC(=O)c1c(NC(=O)C2COc3ccccc3O2)sc2c1CCCC2 (configuration not stated)	.	.	-11	0	.	1	-4
C[C@H]1CCCCO[C@@H](CN(C)Cc2ccc(C(F)(F)F)cc2)[C@@H](C)CN([C@@H](C)CO)C(=O)c2cc(NS(C)(=O)=O)ccc2O1	.	-5[16.7 µM]	.	6	.	50	11
COC(=O)CCCC(=O)N1CCC(CCC(=O)NC2CC2)CC1	2	.	3	-6	-1	0	1
Cc1ccc2nc(C)c3c(c2c1)SCC3	8	-3	.	.	2	1	35
CCOc1ccccc1N(CC(=O)O)S(=O)(=O)c1ccc(C)cc1	.	0	11	-8	.	2	.
COc1ccccc1NC(=S)N(Cc1ccccc1)Cc1cccnc1	1	.	.	.	1	.	-3
CCOC(=O)N1CCN(C(=O)c2ccc(NS(=O)(=O)c3ccc(C)cc3)cc2)CC1	0	.	-5	9	-4	1	0
O=C(OCC(=O)N(CCc1ccccc1)Cc1ccccc1)c1cc(S(=O)(=O)N2CCOCC2)ccc1F	-2	.	0	.	-4	4	0
C/C=C/c1ccc([C@H]2[C@H](CO)N3CCCCN(S(=O)(=O)c4ccc(F)cc4)C[C@@H]23)cc1	3	-4[16.7 µM]	6	-6	-1	0	2
C[C@H](CO)N1C[C@H](C)[C@H](CN(C)S(=O)(=O)c2ccccc2)OCCCC[C@H](C)Oc2ccc(NC(=O)Nc3ccc4c(c3)OCO4)cc2C1=O	0	-3[16.7 µM]	.	0	4	2	27
c1ccc(COc2ccc(CNCc3cccs3)cc2)cc1	-1	-4	8	28	5	.	0
CC(C)NC(=S)N1CCN(C/C=C/c2ccccc2)CC1	-1	-1	-3	-8	4	0	-15
SMILES	SIRT5 inh	miR-122 sensor	Statin myotox sup	esBAF inh	ERp5 block	Cneo AK release	ARNT TACC3 PPI
Cc1ccc2c(c1)NC(=O)C(CC(=O)NCCCN1CCc3ccccc3C1)O2 (configuration not stated)	.	-6	8	3	2	-2	0
O=C(Nc1ncc(Cc2ccc(SC(F)F)cc2)s1)c1ccccc1	.	5	-63	13	.	2	-10
Cc1ccc(-c2csc(N3CCN(c4ccc5nc(-c6ccncc6)n(CCN6CCCCC6)c5c4)CC3)n2)cc1	-2	-2	-3	-5	2	0	.
CCCCNC(=O)C1(C)CCCCN1Cc1ccccc1-c1ccccc1 (configuration not stated)	0	.	6	1	-2	-2	.
O=C(c1ccc(S(=O)(=O)N2CCOCC2)cc1)N1CCN(c2ccccn2)CC1	2	-11	12	16	5	-1	-2
COc1ccc(S(=O)(=O)NCc2ccccn2)cc1NC(=O)c1ccccc1F	-2	49	.	.	3	1	-5
NC(=S)N/N=C\c1ccc(-c2cccc(Cl)c2Cl)o1	.	-5	7	3	.	27	0
COc1ccc(NC(=O)N(C)C[C@@H]2OCCCC[C@H](C)Oc3ccc(NC(=O)Nc4ccc(C(F)(F)F)cc4)cc3C(=O)N([C@H](C)CO)C[C@@H]2C)cc1	14	-2[16.7 µM]	-17	6	3	3	2
Cc1ccc(S(=O)(=O)N[C@H](C(=O)N2CCC(C(=O)N[C@@H](CCC(N)=O)C(=O)O)CC2)C(C)C)cc1	.	-5	3	-4	7	1	-6
Cc1ccc(OC(=O)C2c3ccccc3Oc3ccccc32)cc1C	-4	.	.	.	-4	.	-4
O=C(C[C@@H]1CC[C@H]2[C@@H](COC[C@H](O)CN2CCC(F)(F)F)O1)NCC1CCCCC1	.	2[16.7 µM]	1	-6	.	0	-8
C[C@@H]1CN([C@H](C)CO)C(=O)c2cc(NC(=O)Nc3cccc4ccccc34)ccc2O[C@@H](C)CCCCO[C@H]1CN(C)C(=O)c1ccccc1	-1	-8[16.7 µM]	.	7	2	0	-2
COc1cc(SC)ccc1C(=O)N(C)CC(=O)Nc1cccc2ccccc12	-2	.	0	0	-5	-1	.
CCOC(=O)c1c(C)cc2c(CO)n[nH]c(=O)c2c1C	.	-1	4	-9	3	1	.
CCc1cccc(NC(=O)C2CCN(S(=O)(=O)c3ccc4c(c3)NC(=O)CO4)CC2)c1	0	-4	7	-4	-2	-1	-2
Cc1cccc(C)c1NC(=O)COc1cccc(/C=N/NC(=O)C(=O)NCc2ccccc2)c1	-2	.	-3	5	-3	0	-3
O=C(NCc1ccco1)Nc1cccs1	-1	.	6	-4	24	-3	-8
CCS(=O)(=O)c1ccc2oc(SCC(=O)NCCc3ccc(OC)cc3)nc2c1	-4	.	.	.	-1	.	-9
CN1CCN(C(=O)C[C@@H]2CC[C@@H]3[C@@H](COc4ccc(NC(=O)c5ccc(F)c(F)c5)cc4C(=O)N3C)O2)CC1	-5	3[16.7 µM]	4	-3	.	0	-8
Cc1cc(NCc2ccccn2)n2ncc(-c3ccccc3)c2n1	4	-20	-49	51*	0	-10	-24
O=C(NC1CCCC1)C(c1ccsc1)N(Cc1ccccc1)C(=O)Cc1cccs1 (configuration not stated)	.	55	22	0	.	-1	4
Cc1ccc(S(=O)(=O)Nc2ccc3c(c2)CC(=O)N([C@H](C)CO)C[C@@H](C)[C@@H](CN(C)C(=O)Nc2ccc4c(c2)OCO4)O3)cc1	-1	9[16.7 µM]	7	-2	1	1	-4
O=[N+]([O-])/C=C\c1ccc(N2CCCC2)c(F)c1	.	8	3	3	.	1	-8
COCC(C)n1c(C)cc(C(=O)CSc2nc3ccccc3c(=O)[nH]2)c1C (configuration not stated)	.	-7	-18	-2	.	-1	-2
COc1cc(C(=O)Nc2ccc(NC(C)=O)cc2)ccc1OCc1ccccc1	-2	.	.	.	3	.	6

Whole records as entered above. Screens in order: SIRT5 inh, miR-122 sensor, Statin myotox sup, esBAF inh, ERp5 block, Cneo AK release, ARNT TACC3 PPI
C[C@@H]1CN([C@H](C)CO)C(=O)c2cc(NC(=O)Nc3cccc4ccccc34)ccc2O[C@@H](C)CCCCO[C@H]1CN(C)C(=O)c1ccccc1 is listed with -1, -8[16.7 µM], ., 7, 2, 0, -2
Cc1nn2c(COc3ccc(NC(=O)c4ccccc4Cl)cc3)nnc2c2ccccc12 is listed with ., 19, 16, 19, ., -4, 5
O=C(OCC(=O)N(CCc1ccccc1)Cc1ccccc1)c1cc(S(=O)(=O)N2CCOCC2)ccc1F is listed with -2, ., 0, ., -4, 4, 0
C=CCOC(=O)C1=C(C)NC(=O)NC1c1ccc(OCC)cc1 (configuration not stated) is listed with -3, ., 4, -11, 0, -1, -1
Cc1cc(C(=O)NC2CCCc3c2cnn3-c2ccc(C(C)(C)C)cc2)nn1C (configuration not stated) is listed with 1, 7, -4, -14, -1, -3, 1

(next part)
SMILES	SIRT5 inh	miR-122 sensor	Statin myotox sup	esBAF inh	ERp5 block	Cneo AK release	ARNT TACC3 PPI
O=C(C1CCC1)N1C[C@@H]2[C@H](c3ccccc31)[C@H](CO)N2C(=O)c1ccccc1	0	-10[16.7 µM]	18	-1	-2	-3	-1
Cc1ccc2sc(N(CCCN(C)C)C(=O)c3ccc(S(=O)(=O)N4CCCCCC4)cc3)nc2c1C	-5	4	-15	-8	1	4	14
Cc1onc(-c2c(Cl)cccc2Cl)c1C(N)=S	-1	-3	-9	-1	-3	.	2
CC1(C2CC2)NC(=O)N(CC(=O)N2CCN(c3cccc(C(F)(F)F)c3)CC2)C1=O (configuration not stated)	.	8	7	0	-5	0	-3
CC(C)(C)NC(=O)Cn1c(Cl)nc2ccccc21	0	.	.	.	1	.	1
C=COC(=O)CSc1nc(-c2cccs2)ccc1C#N	-1	-5	-9	27	-5	-2	-6
CC(OC(=O)CC1CCCCC1)C(=O)Nc1cccc(C#N)c1 (configuration not stated)	3	.	-5	0	6	1	-2
N#CCC(=O)Nc1ccc(C(=O)OCC(=O)NCc2ccc3c(c2)OCO3)cc1	-1	.	12	-4	5	.	.
Cc1ccccc1NC(=O)CC1SC(=Nc2ccc(O)cc2)NC1=O (configuration not stated)	-1	-5	.	.	-1	1	-2
CC(=O)Nc1ccc(NC(=O)[C@@H](NC(=O)c2cccc(C)c2)C(C)C)cc1	-1	2	4	-1	1	0	-3
CC1(C)C=Cc2c(c3c(c4c(=O)c(-c5ccc(O)cc5)coc24)OC(C)(C)CC3)O1	7	5	10	-18	1	2	-9
CON(C)C(=O)CCN(Cc1ccccc1)C(=O)OC(C)(C)C	.	-2	5	-1	-8	-2	-4
COc1cccc(-c2ccc3n(c2=O)C[C@@H]2[C@@H](CO)[C@H](C(=O)NCCN4CCCCC4)N(C)[C@H]32)c1	-4	.	-21	1	7	-3	-5
O=C(O)/C=C/c1ccc([N+](=O)[O-])o1	13	.	.	.	2	.	-4
Cc1ccc(N/N=C(\C#N)C(=N)N2CCCCCC2)cc1	9	.	.	.	-5	.	0
CCOC(=O)c1c(-c2ccc(OC)cc2)oc2ccc(OCC(N)=O)cc12	-10	.	4	-2	-4	-2	-1
CCCNC(=O)[C@@H]1[C@@H](CO)[C@@H]2Cn3c(ccc(C4=CCCC4)c3=O)[C@@H]2N1C(=O)CC1CC1	-8	.	-3	1	-1	3	9
Cc1csc2ncc(C(=O)N3CCCc4ccccc43)c(=O)n12	10	1	-4	-3	-2	0	-5
CCn1c(SCC(=O)N2CCN(c3ccc(F)cc3)CC2)nnc1-c1ccncc1	.	-3	-4	-14	.	4	5
COc1ccc(OC)c2c(C)cc(N3CCCN(C)CC3)nc12	.	0	24	-7	.	5	2
C[C@H](CO)N1C[C@H](C)[C@H](CN(C)C(=O)Nc2ccc(F)cc2)OCCCC[C@H](C)Oc2ccc(NS(=O)(=O)c3ccccc3)cc2C1=O	1	-6[16.7 µM]	.	-1	1	-3	-13
O=C(NC[C@H]1[C@H](c2ccccc2)[C@H](CO)N1Cc1ccccn1)C1CCCC1	.	21[16.7 µM]	-8	-22	.	9	19
O=S(=O)(Nc1nccs1)c1ccc(NCc2cc(Br)cc(Br)c2O)cc1	0	0	0	-6	10	-3	-2
CCOC(=O)C1=C(C(F)(F)F)Nc2ncnn2C1c1cc(OC)ccc1OC (configuration not stated)	.	-2	1	-6	.	-1	-1
COc1ccc(NC(=O)C2(C)CCN2C(=O)CC2CCCC2)cc1OC (configuration not stated)	.	.	3	-1	2	-14	.
O=C(CNC(=O)C1CCCCC1)Nc1cc(Cl)ccc1Cl	-3	5	.	.	0	2	-5
C[C@@H]1CN([C@@H](C)CO)C(=O)Cc2cc(NC(=O)C3CC3)ccc2O[C@@H]1CN(C)S(=O)(=O)c1cn(C)cn1	3	2[16.7 µM]	-26	2	-5	-6	-18
C=CCSc1nc(C)c(CC(=O)OCCCC)c(=O)[nH]1	.	-6	5	-5	.	-2	-3
